# PLK1 inh: PLK1 (human) kinase inhibition. inhibition, % at 10 µM. recombinant PLK1 kinase, TR-FRET peptide phosphorylation. AID 619. actives 0.53% (n = 97,000). P53350;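 active means inhibition of 50% or more in the single-concentration screen; inactive means inhibition below 50%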;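 further: 0% = DMSO max control and 100% = H-89 dihydrochloride min control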
# Target sequence (P53350 whole entry, looked up): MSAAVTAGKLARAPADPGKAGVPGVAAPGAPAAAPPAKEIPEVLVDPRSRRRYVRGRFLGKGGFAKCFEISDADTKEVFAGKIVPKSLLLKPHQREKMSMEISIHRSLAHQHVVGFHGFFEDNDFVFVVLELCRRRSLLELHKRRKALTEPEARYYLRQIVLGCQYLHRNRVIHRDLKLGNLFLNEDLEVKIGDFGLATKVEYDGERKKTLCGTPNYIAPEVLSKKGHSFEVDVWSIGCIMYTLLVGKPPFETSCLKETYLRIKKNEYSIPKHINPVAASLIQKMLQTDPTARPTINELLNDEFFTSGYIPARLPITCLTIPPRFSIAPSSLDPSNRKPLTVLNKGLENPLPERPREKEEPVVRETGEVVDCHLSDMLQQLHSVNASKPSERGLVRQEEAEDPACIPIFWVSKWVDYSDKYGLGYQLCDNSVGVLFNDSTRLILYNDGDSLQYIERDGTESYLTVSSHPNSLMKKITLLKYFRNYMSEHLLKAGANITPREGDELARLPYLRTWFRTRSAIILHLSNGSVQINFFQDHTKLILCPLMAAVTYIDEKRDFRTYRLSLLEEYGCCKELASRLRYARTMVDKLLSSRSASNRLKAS
# Plk1 PBD FP: inhibitors of human Plk1 polo box domain binding. P53350. Plk1 PBD phosphopeptide binding, fluorescence polarization. inhibition, %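 (tested at about 20 µM)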. actives 0.13% (n = 97,000). AID 693; in the data active means inhibition above about 34%, passing the limit was not always enough
# LYP inh 2: blocks human PTPN22 phosphatase activity; Q9Y2R2; recombinant LYP catalytic domain, DiFMUP fluorescence; inhibition, % at 2 µM; actives 0.21% (n = 96,000);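 active means inhibition at 2 µM at or above a set limit, the screen mean plus 3 SD, cut at about 24% in these data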;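 further: 0% = DMSO with enzyme and 100% = enzyme fully blocked by orthovanadate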
# Calb biofilm kill: kills Candida albicans biofilms; C. albicans biofilm + clotrimazole, Alamar Blue; inhibition, % at 6 µM; actives 0.14% (n = 85,000);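 active means inhibition above 20%; inactive means inhibition below 20%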;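 further: preformed 24 hr biofilms exposed to compound for 48 hr; 0% = biofilm without compound and 100% = blank killed by clotrimazole plus chlorhexidine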
# CYP2C9 inhib: human CYP2C9 inhibition; AID 777; actives 20% (n = 96,000); inhibition, % at 5 µM; CYP2C9 Supersomes, luciferin-H conversion, luminescence;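 active means blocking of liver enzyme CYP2C9 beyond about 50% at 5 µM, limit read from the data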; further: values of inactives mirror those of a sister screen read the other way
# HIV Rev-RRE inh: inhibitors of HIV-1 Rev-RRE RNA interaction; P05866; Rev peptide-RRE RNA binding, FRET; inhibition, % at 8 µM; actives 0.79% (n = 97,000); AID 704;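 active means inhibition above the screen-wide mean plus 3 SD, cut at about 35% in these data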;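 further: 0% = median DMSO wells and 100% = median Neomycin B control wells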
# Target sequence (P05866 whole entry, looked up): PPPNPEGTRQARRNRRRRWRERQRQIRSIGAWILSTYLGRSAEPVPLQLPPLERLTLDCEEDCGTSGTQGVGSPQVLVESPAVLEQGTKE
#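 Test system: labelled RRE RNA duplex and labelled Rev peptide. Times: 5 min compound–RNA preincubation, then 15 min with peptide, 25 °C. Doses: single-dose 8 µM. Measured by: FRET, excitation 480 nm, emission 540 nm donor and 671 nm acceptor. Measure: % inhibition of FRET ratio versus controls.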
# CYP2C9 act: activators of human CYP2C9. recombinant CYP2C9, luciferin-H conversion, luminescence; active compounds read high; factor 1 = untreated enzyme, 0 = blocked. activation factor at 5 µM. actives 1.4% (n = 96,000). AID 1024;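 active means activation factor of 2 or more for CYP2C9 at a 5 µM dose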;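 further: 0 = sulfaphenazole-blocked wells and 1 = vehicle-only wells; values of inactives mirror those of a sister screen read the other way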
# LYP act: LYP (human) phosphatase activation; Q9Y2R2; recombinant LYP, DiFMUP fluorescence; 0 = plate median, 100 = signal doubled; activation, % at 2 µM; actives 0.11% (n = 96,000);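 active means activation at 2 µM above a set limit, the mean plus 5 SD, cut at about 37% in these data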
# EphB4 antag: blocks human EphB4 binding to ephrin-B2. inhibition, % at 7 µM. EphB4 LBD / TNYL-RAW-Alexa532 peptide, fluorescence polarization. actives 0.15% (n = 97,000);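 active means inhibition above the screen-wide mean inhibition plus 3 SD, cut at about 15% in these data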;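 further: 0% = DMSO wells and 100% = excess unlabeled TNYL-RAW peptide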
# * marks the source's active call; other numbers are inactive results; / = no result given.
[1] CN(NC(=O)Nc1ccc(Cl)cc1)c1ncc(C(F)(F)F)cc1Cl
[2] Cn1c(=O)c2c(nc(NCCCO)n2Cc2cccc(Br)c2)n(C)c1=O
[3] CC1CCN(C(=O)c2scc3c2OCCO3)CC1
[4] Cc1ccc(-c2cn3c(=S)[nH]nc3s2)cc1
[5] O=C(/C=C/c1ccccc1)NC(=S)NNC(=O)c1cccnc1
[6] O=c1cc(CSc2nnc(-c3cccs3)n2Cc2ccccc2)nc2sc3ccccc3n12
[7] COc1cc2c(cc1OC)C(=S)NC(C)(C)C2
[8] CCOC(=O)C1=C(c2ccccc2)N=c2s/c(=C\c3ccc(O)cc3)c(=O)n2C1c1cccs1 (stereo not drawn)
[9] CCc1nnc(NC(=O)c2ccc(S(=O)(=O)N(CC)CC)cc2)s1
[10] Cc1ccc(CNc2ccc(N3CCOCC3)cc2)s1
entry no.	1	2	3	4	5	6	7	8	9	10
PLK1 inh	5	-10	-7	24	-13	-7	8	-14	-18	-3
Plk1 PBD FP	20	-14	-5	-14	-12	8	-6	-92	-12	-2
LYP inh 2	-6	-10	-5	-1	9	-5	17	3	-7	0
Calb biofilm kill	/	2	8	3	/	7	1	/	2	4
CYP2C9 inhib	/	0	8	29	51*	95*	16	13	/	18
HIV Rev-RRE inh	5	0	-2	4	1	-7	5	18	2	2
CYP2C9 act	/	1	0.9	0.7	0.5	0	0.8	0.9	/	0.8
LYP act	12	5	4	-2	-6	2	-20	1	4	-1
EphB4 antag	-8	0	2	-2	7	6	4	-2	-2	10

# Arranged by value in Plk1 PBD FP (low to high): five of the compounds above.
entry | smiles | PLK1 inh | Plk1 PBD FP | LYP inh 2 | CYP2C9 inhib | HIV Rev-RRE inh | CYP2C9 act | LYP act | EphB4 antag
8 | CCOC(=O)C1=C(c2ccccc2)N=c2s/c(=C\c3ccc(O)cc3)c(=O)n2C1c1cccs1 (stereo not drawn) | -14 | -92 | 3 | 13 | 18 | 0.9 | 1 | -2
5 | O=C(/C=C/c1ccccc1)NC(=S)NNC(=O)c1cccnc1 | -13 | -12 | 9 | 51* | 1 | 0.5 | -6 | 7
7 | COc1cc2c(cc1OC)C(=S)NC(C)(C)C2 | 8 | -6 | 17 | 16 | 5 | 0.8 | -20 | 4
3 | CC1CCN(C(=O)c2scc3c2OCCO3)CC1 | -7 | -5 | -5 | 8 | -2 | 0.9 | 4 | 2
1 | CN(NC(=O)Nc1ccc(Cl)cc1)c1ncc(C(F)(F)F)cc1Cl | 5 | 20 | -6 | / | 5 | / | 12 | -8

# Going on with the list.
[11] COc1ccccc1NC(=O)C1=C(C)NC(=O)NC1c1cccc(OC)c1OC (stereo not drawn)
[12] Nc1ncc(-c2ccccc2)n1CC1CCCO1 (stereo not drawn)
[13] C/C(CC(=O)NCc1ccco1)=N\NC(=O)C(c1ccccc1)c1ccccc1
[14] O=C(O)CC1=C(O)C(=O)N(c2ccccc2)C1c1ccc(Cl)cc1 (stereo not drawn)
[15] COc1ccc(CCNC(=O)Cc2cc(=O)[nH]c(=O)[nH]2)cc1OC
[16] CCOC(=O)c1c(C)n(C)c2ccc(OC)c(NC(=O)CN3CCC4(CC3)OCCO4)c12
[17] CCCSc1ncnc2c1oc1ccccc12
[18] Cc1ccc(-c2nc(-c3ccccc3)no2)cc1
[19] N#CC1=C(N)NC(SCC(=O)O)=C(C#N)C12CCCC2
[20] COc1cccc(NC(=O)CSC2=C(C#N)C(c3ccco3)C3=C(CCCC3=O)N2)c1 (stereo not drawn)
entry no.	11	12	13	14	15	16	17	18	19	20
PLK1 inh	-1	-7	-14	-8	-7	3	-11	-3	0	-13
Plk1 PBD FP	1	-3	2	-17	14	-40	-3	-14	-20	21
LYP inh 2	0	-4	-4	3	-4	-12	-2	-7	-6	1
Calb biofilm kill	-2	/	/	8	9	7	-1	-3	6	5
CYP2C9 inhib	-13	-9	51*	17	20	18	32	44	26	66*
HIV Rev-RRE inh	6	1	0	4	3	-4	2	11	15	6
CYP2C9 act	1.1	1.1	0.5	0.8	0.8	0.8	0.7	0.6	0.7	0.3
LYP act	0	2	7	-2	2	9	1	10	7	-4
EphB4 antag	4	3	-5	-1	-4	-8	1	3	7	1

[21] O=C(NCCc1ccc(Cl)cc1)C1CCC(=O)N1Cc1ccccc1Cl (stereo not drawn)
[22] CCCN(CCC)CC(O)CN(c1ccccc1)S(=O)(=O)c1ccc(C)cc1 (stereo not drawn)
[23] Cn1nnnc1SCCNCc1ccc(Cl)cc1
[24] CNC(=O)c1cc2cc(OC)ccc2n1CCN(C)C
[25] Cc1[nH]nc2c1C1(C(=O)Nc3ccc([N+](=O)[O-])cc31)C(C#N)=C(N)O2 (stereo not drawn)
[26] Cc1ccc(NC(=O)CS(=O)CC(=O)NCCCc2ccccc2)cc1Cl (stereo not drawn)
[27] CCOCCCn1c(C)nc2c(c1=O)c1nc3ccccc3nc1n2CCC1=CCCCC1
[28] O=c1cc(-c2ccccc2)[nH]c2nc3ccccc3n12
[29] O=C(O)c1ccccc1CSc1nc2ccccc2o1
[30] O=C(CCn1c(=O)sc2ccccc21)NCc1ccccc1
entry no.	21	22	23	24	25	26	27	28	29	30
PLK1 inh	-2	-10	-5	-11	2	-5	-13	-9	-14	-4
Plk1 PBD FP	9	-14	-13	12	10	-6	-41	-7	18	-14
LYP inh 2	8	-2	8	-9	0	-4	13	5	8	-8
Calb biofilm kill	11	4	-1	8	8	/	-4	-1	1	11
CYP2C9 inhib	44	11	-14	-4	19	35	80*	76*	22	-90
HIV Rev-RRE inh	8	3	0	5	4	9	2	9	4	2
CYP2C9 act	0.6	0.9	1.1	1	0.8	0.7	0.2	0.2	0.8	1.9
LYP act	-5	5	-9	8	2	9	-13	-6	-4	4
EphB4 antag	1	6	2	3	-8	3	8	5	0	1

# Overlap with the part before: 2 compounds, followed by the next part.
[29] O=C(O)c1ccccc1CSc1nc2ccccc2o1
[30] O=C(CCn1c(=O)sc2ccccc21)NCc1ccccc1
[31] Cc1ccc(NC(=O)CN2CC(C)SC2=NC2CCCCC2)cc1 (stereo not drawn)
[32] Cc1ccc(C)c(Cc2c(C)nc3c(C(=O)NCc4ccc5c(c4)OCO5)cnn3c2C)c1
[33] CC(C)Oc1ccc(C(=O)Nc2ccc(N3CCCC3)cc2)cc1
[34] O=C(CCCO)c1ccc2c(c1)OCCO2
[35] Cc1cccn2c(=O)c(/C=C3\SC(=S)N(CC(C)C)C3=O)c(NCCCOC(C)C)nc12
[36] O=c1cc(O)nc(SCc2ccccc2)[nH]1
[37] Cc1nn2c(=O)cc(CSc3nc4ccccc4[nH]3)nc2s1
[38] Cc1cc(C(C#N)c2cccc(Cl)c2)n2ncnc2n1 (stereo not drawn)
[39] O=C(Nc1ccn(Cc2c(F)c(F)cc(F)c2F)n1)c1ccc(COc2cc(Cl)ccc2Cl)o1
[40] C=CCn1c(SCc2ccc(C#N)cc2)nnc1-c1cccc(OC)c1
entry no.	29	30	31	32	33	34	35	36	37	38	39	40
PLK1 inh	-14	-4	-1	-5	-12	-11	-23	-5	74*	71*	-3	-17
Plk1 PBD FP	18	-14	1	1	-5	-7	-26	-14	-20	26	16	-17
LYP inh 2	8	-8	0	16	14	6	0	-27	/	4	12	-2
Calb biofilm kill	1	11	-6	5	/	0	8	3	8	6	/	5
CYP2C9 inhib	22	-90	10	87*	-9	-3	27	7	15	-31	19	64*
HIV Rev-RRE inh	4	2	-3	7	4	8	73*	4	1	0	8	5
CYP2C9 act	0.8	1.9	0.9	0.1	1.1	1	0.7	0.9	0.8	1.3	0.8	0.4
LYP act	-4	4	4	-15	-14	-7	3	21	/	-3	-15	-1
EphB4 antag	0	1	-10	2	-8	9	-7	4	-8	1	-2	5

# Down the list, as entered above:
# Plk1 PBD FP, entries 35–38 → -26, -14, -20, 26
# HIV Rev-RRE inh, entries 35–38 → 73*, 4, 1, 0

# Additional structures:
[41] COc1ccccc1Oc1ccc(S(=O)(=O)N2CCOCC2)cc1S(=O)(=O)N1CCOCC1
[42] CCOC(=O)C1=C(C)N=C(SC)N(C)C1c1ccccc1 (stereo not drawn)
[43] Cc1cc(C)cc(NC(=S)N2CCC(c3nc4ccccc4s3)CC2)c1
[44] CCNc1ccc2c(Cl)cc(=O)oc2c1
[45] CCOc1ccccc1N1CCN(C(=O)C(Sc2ccccc2)c2ccccc2)CC1 (stereo not drawn)
[46] COc1ccc(OC)c(C2CC(=O)Nc3cc(OC)c(OC)c(OC)c32)c1 (stereo not drawn)
[47] Cc1c(C(=O)N2CCC(C)CC2)oc2ccc(S(=O)(=O)N3CCC4(CC3)OCCO4)cc12
[48] COC(=O)c1ccc2c(c1)N(C)C(=O)CS2
[49] CC(=O)Nc1cc(S(=O)(=O)C(F)(F)F)ccc1Cl
[50] CC(C)c1ccc(C(O)c2cnc(C(C)C)n2C)cc1 (stereo not drawn)
entry no.	41	42	43	44	45	46	47	48	49	50
PLK1 inh	-22	-7	1	-23	-8	-32	0	-2	-18	-17
Plk1 PBD FP	5	-9	-30	-13	-26	-7	22	-35	-11	-21
LYP inh 2	-33	11	10	-4	5	0	0	-6	0	3
Calb biofilm kill	13	7	/	9	/	2	6	3	/	0
CYP2C9 inhib	/	29	-2	0	42	28	33	6	-30	29
HIV Rev-RRE inh	4	7	4	5	5	0	0	4	0	0
CYP2C9 act	/	0.7	1	1	0.6	0.7	0.7	0.9	1.3	0.7
LYP act	32	-8	-8	1	-2	1	2	9	-1	-4
EphB4 antag	5	2	-2	-7	6	-4	-2	4	-3	-3

[51] Cc1ccc(-c2n[nH]c(=S)n2/N=C/C=C/c2ccccc2[N+](=O)[O-])cc1
[52] CCNc1oc(COc2ccccc2F)nc1C#N
[53] Nc1n[nH]c(S(=O)(=O)CCCc2ccccc2)n1
[54] COc1ccc(NC(=S)NCCSc2ccc(C)cc2)c(OC)c1
[55] COC(=O)c1ccc(C(=O)Nc2ccc3nc(-c4cccnc4)[nH]c3c2)cc1
[56] CN(C)c1ccc(C=Nc2ccccc2)cc1
[57] Cc1cc2cc(C(c3nnnn3Cc3ccccc3)N3CCc4ccccc43)c(=O)[nH]c2cc1C (stereo not drawn)
[58] CCOC(=O)CSc1nnc(-c2ccc(OC)cc2)n1CC
[59] CCOC(=O)C1C(=O)NC(c2ccccc2)=NC1c1ccccc1 (stereo not drawn)
[60] COc1ccc(CCN2C(=O)CC(NCCc3ccc(S(N)(=O)=O)cc3)C2=O)cc1OC (stereo not drawn)
[61] Nc1nnc(SCC(=O)c2ccccc2)s1
[62] CC(C)(C)NC(=O)C(Cc1ccccc1)NS(=O)(=O)c1cccc2nsnc12 (stereo not drawn)
[63] CC(=Nc1ccc(C)c(C)c1)C1=C(O)CCC1=O
entry no.	51	52	53	54	55	56	57	58	59	60	61	62	63
PLK1 inh	-31	-5	-2	-13	-14	-6	1	-18	-14	-7	-10	-10	-15
Plk1 PBD FP	17	-8	8	-30	-3	-19	1	-12	8	6	12	4	18
LYP inh 2	7	5	-2	5	8	2	23	-18	-4	6	-9	-18	3
Calb biofilm kill	-1	/	0	/	-1	5	0	3	/	5	5	9	4
CYP2C9 inhib	58*	39	34	/	67*	-6	68*	27	25	30	0	18	34
HIV Rev-RRE inh	1	6	5	-2	6	-5	24	-2	4	9	5	-9	0
CYP2C9 act	0.4	0.6	0.7	/	0.3	1.1	0.3	0.7	0.7	0.7	1	0.8	0.7
LYP act	-6	-9	2	-7	-5	0	-23	16	8	-5	6	13	-2
EphB4 antag	5	4	0	13	5	-3	-6	-6	6	10	-2	-1	0

# Screening data as filed in PubChem BioAssay.
